Assay outcomes deposited in PubChem BioAssay by several laboratories.
Wee1 degr inh: inhibitors of human Wee1 degradation. P30291. HeLa Luc-Wee1K328M stability, luciferase luminescence; 100% = proteasome inhibitor MG132 effect. reporter increase, % at 5 µM. 1.2% of 220,000 active. AID 1321;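 active = activation above the mean of all tested compounds plus 3 SD, set per screening run, cut at about 8.8% in these data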;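 note: cells exposed to compound for 20 h before luminescence read; 0% = DMSO alone and 100% = MG132 at 30 µM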
Mdm2 ligase inh: inhibitors of human Mdm2 E3 ubiquitin ligase. cell-based MDM2 ubiquitination luciferase reporter, 2 h; 0 = plate control, 100 = twice control, blank-subtracted. signal enhancement, % at 5 µM. 0.11% of 210,000 active;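 active = signal enhancement of 30% or more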;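 note: luminescence tracks abundance of the self-degrading MDM2-luciferase fusion protein; higher signal means inhibition of MDM2 E3 ligase activity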
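Assay system: stable mammalian line carrying autodegrading MDM2–luciferase fusion reporter; amount: 2000 cells seeded into each well; buffer or medium: DMEM; benchmarks: plate control and blank wells; signal: luciferase luminescence; timing: 2 h compound exposure at 37 °C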
Rad51 HR inh: blocks human Rad51 in homologous recombination; Q06609; hRad51 DNA strand exchange, fluorescence dequenching; inhibition, % at 10 µM; 0.085% of 200,000 active;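 active = inhibition above 40% at the single screening dose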;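 note: 0% = DMSO control wells and 100% = blanks with heterologous ssDNA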
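Test system: preformed human Rad51 ssDNA filaments. Compound dosing: single dose, 10 µM final compound. Incubation: filaments 15 min 37 °C, then compound 30 min. Technique: FRET fluorescence dequenching, excitation 485 nm, emission 520 nm. Read-out basis: percent inhibition from fluorescence, normalised to plate control and blank means. Benchmarks: plate controls and plate blanks.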
14-3-3 Bad PPI: disrupts binding of bovine 14-3-3 zeta to phospho-Bad peptide | TR-FRET 14-3-3zeta/Dy647-pBad peptide displacement, 1 h | inhibition, % at 21.7 µM | 0.71% of 220,000 active;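 active = inhibition above about 70%, limit read from the data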;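 note: 0% = full 14-3-3 plus peptide FRET controls and 100% = background without 14-3-3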
KLK5 inh: kallikrein 5 (human) inhibition. 0.59% of 210,000 active. inhibition, % at 5 µM. recombinant hK5, fluorogenic AMC substrate cleavage. Q9Y337. AID 873;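 active = inhibition of 40% or more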;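 note: 0% = enzyme controls without compound and 100% = no-enzyme blanks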
Target sequence (Q9Y337 67-293 limits assumed): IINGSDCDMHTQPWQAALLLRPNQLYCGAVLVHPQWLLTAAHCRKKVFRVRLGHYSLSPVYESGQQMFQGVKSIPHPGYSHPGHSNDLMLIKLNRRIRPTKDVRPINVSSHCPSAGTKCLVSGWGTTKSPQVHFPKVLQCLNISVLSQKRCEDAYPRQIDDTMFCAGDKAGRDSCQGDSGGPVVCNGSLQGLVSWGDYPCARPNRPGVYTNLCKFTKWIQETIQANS
eIF4E-4G inh: inhibitors of eIF4E and eIF4G interaction in translation initiation | P63073+Q04637 | TR-FRET eIF4E-eIF4GI(517-606) binding, 2 h | inhibition, % at 21.7 µM | 0.37% of 220,000 active;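 active = inhibition above about 30%, limit read from the data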;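 note: 0% = full FRET control wells and 100% = background wells lacking eIF4GI fragment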
p97 ATPase inh: human p97 ATPase inhibition. P55072. recombinant p97 ATPase, Kinase-Glo ATP luminescence, 3 h. inhibition, % at 8 µM. 0.42% of 220,000 active. AID 1481; in the data active = inhibition above about 15%;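 note: 0% = DMSO vehicle and 100% = wells lacking enzyme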
FXIIa inh: inhibitors of human coagulation factor XIIa; P00748; purified FXIIa, Boc-QGR-AMC fluorogenic substrate, 2 h; inhibition, % at 5 µM; 0.3% of 220,000 active; in the data active = inhibition above about 40%;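 note: 0% = enzyme with no compound and 100% = blank without enzyme; many of its hits are not listed in these tables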
Target sequence (P00748 20-372 limits assumed): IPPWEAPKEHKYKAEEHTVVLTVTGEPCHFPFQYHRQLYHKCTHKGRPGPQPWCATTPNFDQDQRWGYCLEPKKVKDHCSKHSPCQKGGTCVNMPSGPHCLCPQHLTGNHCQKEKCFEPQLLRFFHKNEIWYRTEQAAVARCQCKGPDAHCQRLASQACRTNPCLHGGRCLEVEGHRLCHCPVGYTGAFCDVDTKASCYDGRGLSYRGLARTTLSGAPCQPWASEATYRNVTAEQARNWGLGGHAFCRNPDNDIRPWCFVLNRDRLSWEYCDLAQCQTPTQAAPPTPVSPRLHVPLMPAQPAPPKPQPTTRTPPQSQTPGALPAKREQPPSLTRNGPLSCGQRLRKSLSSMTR
Target sequence (P00748 373-615 limits assumed): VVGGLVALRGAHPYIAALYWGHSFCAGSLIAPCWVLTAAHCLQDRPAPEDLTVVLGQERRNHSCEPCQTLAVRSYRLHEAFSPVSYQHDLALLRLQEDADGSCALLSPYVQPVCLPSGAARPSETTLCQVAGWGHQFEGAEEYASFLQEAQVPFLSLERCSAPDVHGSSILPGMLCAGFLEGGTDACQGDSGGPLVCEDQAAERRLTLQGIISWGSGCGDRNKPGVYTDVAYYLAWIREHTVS
FXIa inh: inhibitors of human coagulation factor XIa; P03951; purified FXIa, Boc-Glu-Ala-Arg-AMC fluorogenic substrate; inhibition, % at 5 µM; 0.14% of 220,000 active; AID 798;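 active = inhibition of at least 40%; inactive = inhibition below 40%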;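 note: fluorescence of freed AMC excited at 355 nm; 0% = enzyme without compound and 100% = no enzyme blank; many of its hits are not listed in these tables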
Starred values were filed as active, the others as inactive; [ ] = dose if it differs, or a comment.

What do the screens show for `COc1ccc(C(=O)c2oc3ccccc3c2N)cc1`?
Wee1 degr inh: -1; Mdm2 ligase inh: 5; Rad51 HR inh: 1; 14-3-3 Bad PPI: -1[fluorescence artefact?]; KLK5 inh: 7; eIF4E-4G inh: -2[fluorescence artefact?]; p97 ATPase inh: 2; FXIIa inh: 9; FXIa inh: 8

How did COc1ccccc1NC(=O)CCC(=O)N/N=C(/C)c1ccc(C)cc1 do in these assays?
Wee1 degr inh: -1; Mdm2 ligase inh: -5; 14-3-3 Bad PPI: 33; KLK5 inh: 26; eIF4E-4G inh: 6; p97 ATPase inh: -4; FXIIa inh: 5; FXIa inh: 7

How did Nc1cc(N2CCCCC2)c(Cl)cc1[N+](=O)[O-] do in these assays?
Wee1 degr inh: -1; Mdm2 ligase inh: -12; Rad51 HR inh: 2; 14-3-3 Bad PPI: -10; KLK5 inh: -8; eIF4E-4G inh: -5; p97 ATPase inh: -3; FXIIa inh: 5; FXIa inh: 2

Results for COC(=O)N/N=C/c1cc(C)n(-c2ccccc2)c1C ?
Wee1 degr inh: -1; Mdm2 ligase inh: -12; Rad51 HR inh: 4; 14-3-3 Bad PPI: -10; KLK5 inh: -22; eIF4E-4G inh: 2[fluorescence artefact?]; p97 ATPase inh: -6; FXIIa inh: -1; FXIa inh: -17

What do the screens show for `N#C/C(=C\c1ccccc1)c1ccccn1`?
Wee1 degr inh: 2; Mdm2 ligase inh: -9; Rad51 HR inh: 4; 14-3-3 Bad PPI: -7; KLK5 inh: -4; eIF4E-4G inh: 4; p97 ATPase inh: -4; FXIIa inh: 4; FXIa inh: -6

Results for Nc1nnc(CCN2C(=O)CSC2=O)s1 ?
Wee1 degr inh: 1; Mdm2 ligase inh: -12; Rad51 HR inh: 8; 14-3-3 Bad PPI: 3; KLK5 inh: 11; eIF4E-4G inh: 10; p97 ATPase inh: -2; FXIIa inh: 11; FXIa inh: 3

What do the screens show for `S=C1NC2=C(CCCC2=C2SCCCS2)C(c2ccccc2)N1` (stereo not drawn)?
Wee1 degr inh: -3; Mdm2 ligase inh: -18; Rad51 HR inh: -5; 14-3-3 Bad PPI: -7; KLK5 inh: -5; eIF4E-4G inh: 1; p97 ATPase inh: 7; FXIIa inh: -1; FXIa inh: 0

What do the screens show for `CC1CCCCN1c1ncnc2ccccc12` (stereo not drawn)?
Wee1 degr inh: 3; Mdm2 ligase inh: 5; Rad51 HR inh: 1; 14-3-3 Bad PPI: 59; KLK5 inh: -12; eIF4E-4G inh: 5; p97 ATPase inh: -5; FXIIa inh: 11; FXIa inh: 4

What do the screens show for `O=C(NCc1nc2ccccc2[nH]1)C1=C[C@@H](C2CCCCC2)C[C@@H](OCCCCO)O1`?
Mdm2 ligase inh: 8; Rad51 HR inh: -6; 14-3-3 Bad PPI: -2; KLK5 inh: 1; eIF4E-4G inh: 1; FXIIa inh: 5; FXIa inh: 0

Results for COc1ccc(/C=N/N2CCN(c3ccncc3S(=O)(=O)N3CCCCC3)CC2)cc1 ?
Wee1 degr inh: -1; Mdm2 ligase inh: -10; Rad51 HR inh: 11; 14-3-3 Bad PPI: 55[fluorescence artefact?]; KLK5 inh: -26; eIF4E-4G inh: -4; p97 ATPase inh: -3; FXIIa inh: 11; FXIa inh: 17

Results for O=C(O)[C@@H]1CCCC[C@@H]1C(=O)N1CCc2ccccc2C1CN1C(=O)c2ccccc2C1=O (stereo partly drawn) ?
Wee1 degr inh: 4; Mdm2 ligase inh: -6; Rad51 HR inh: -7; 14-3-3 Bad PPI: 0; KLK5 inh: -25; eIF4E-4G inh: 1; p97 ATPase inh: 8; FXIIa inh: 11; FXIa inh: -1

Results for N#Cc1c(-c2cccs2)cc(C2CC2)nc1SCC(N)=O ?
Wee1 degr inh: -2; Mdm2 ligase inh: 8; Rad51 HR inh: 0; 14-3-3 Bad PPI: 5; KLK5 inh: 0; eIF4E-4G inh: 2; p97 ATPase inh: 6; FXIIa inh: 14; FXIa inh: 3

Results for Cc1nc(Nc2ccncc2)c2oc3ccccc3c2n1 ?
Wee1 degr inh: -1; Mdm2 ligase inh: -7; Rad51 HR inh: 7; 14-3-3 Bad PPI: 14; KLK5 inh: -1; eIF4E-4G inh: 1[fluorescence artefact?]; p97 ATPase inh: 4; FXIIa inh: 11; FXIa inh: 1

How did COc1ccccc1CCn1cc(C#N)c(=O)[nH]c1=O do in these assays?
Wee1 degr inh: -2; Mdm2 ligase inh: -5; 14-3-3 Bad PPI: 0; KLK5 inh: 1; eIF4E-4G inh: 0; p97 ATPase inh: 2; FXIIa inh: 7; FXIa inh: 2

How did O=C(c1ccc(S(=O)(=O)N2CCOCC2)cc1)N(c1ccccn1)C1CCCCC1 do in these assays?
Wee1 degr inh: -1; Mdm2 ligase inh: -22; Rad51 HR inh: -13; 14-3-3 Bad PPI: 8; KLK5 inh: -4; eIF4E-4G inh: 2; p97 ATPase inh: 6; FXIIa inh: -2; FXIa inh: -4

The final two compounds of the part above are carried over, then new ones follow:
How did COc1ccccc1CCn1cc(C#N)c(=O)[nH]c1=O do in these assays?
Wee1 degr inh: -2; Mdm2 ligase inh: -5; 14-3-3 Bad PPI: 0; KLK5 inh: 1; eIF4E-4G inh: 0; p97 ATPase inh: 2; FXIIa inh: 7; FXIa inh: 2

How did O=C(c1ccc(S(=O)(=O)N2CCOCC2)cc1)N(c1ccccn1)C1CCCCC1 do in these assays?
Wee1 degr inh: -1; Mdm2 ligase inh: -22; Rad51 HR inh: -13; 14-3-3 Bad PPI: 8; KLK5 inh: -4; eIF4E-4G inh: 2; p97 ATPase inh: 6; FXIIa inh: -2; FXIa inh: -4

Results for CC(C)NCCCOc1ccc(C(C)(C)c2ccccc2)cc1 ?
Wee1 degr inh: -1; Mdm2 ligase inh: -11; Rad51 HR inh: 2; KLK5 inh: -5; p97 ATPase inh: 2; FXIIa inh: 15; FXIa inh: 3

How did CSc1ccc(C#N)cc1NC(=O)c1ccc(Cl)nc1 do in these assays?
Wee1 degr inh: 2; Mdm2 ligase inh: -22; Rad51 HR inh: -5; 14-3-3 Bad PPI: -19; KLK5 inh: -243; eIF4E-4G inh: -2; p97 ATPase inh: 6; FXIIa inh: 9; FXIa inh: 4

What do the screens show for `C#CCOCCOCCOCCNc1nc(N2CCN(C(=O)[C@H](CCC(=O)O)n3cc(C(N)CO)nn3)CC2)nc(N2CCN(C(=O)[C@H](CCC(=O)O)n3cc(C(N)CC(C)C)nn3)CC2)n1` (stereo partly drawn)?
Mdm2 ligase inh: 6; Rad51 HR inh: 9; 14-3-3 Bad PPI: 27; KLK5 inh: -3; eIF4E-4G inh: 8; FXIIa inh: 10; FXIa inh: -5

Results for O=C(O)CCC1(c2ccccc2)NC(=O)NC1=O (stereo not drawn) ?
Wee1 degr inh: -1; Mdm2 ligase inh: -6; Rad51 HR inh: 1; 14-3-3 Bad PPI: 3; KLK5 inh: 0; eIF4E-4G inh: -2; p97 ATPase inh: 0; FXIIa inh: 6; FXIa inh: -5

How did COCCn1nnnc1C(c1ccc(C(F)(F)F)cc1)N1CCOCC1 (stereo not drawn) do in these assays?
Wee1 degr inh: 0; Mdm2 ligase inh: -12; Rad51 HR inh: -5; 14-3-3 Bad PPI: 1[fluorescence artefact?]; KLK5 inh: -4; eIF4E-4G inh: -2; p97 ATPase inh: 6; FXIIa inh: 8; FXIa inh: -4

What do the screens show for `Cc1c(Cl)c([N+](=O)[O-])nn1CCCC(=O)Nc1cc(Oc2ccccc2)cc([N+](=O)[O-])c1`?
Wee1 degr inh: 0; Mdm2 ligase inh: -15; Rad51 HR inh: 25; 14-3-3 Bad PPI: -3[fluorescence artefact?]; KLK5 inh: -2; eIF4E-4G inh: -1[fluorescence artefact?]; p97 ATPase inh: -3; FXIIa inh: 1; FXIa inh: 1

Results for Cc1cc(Br)c(NC(=O)COC(=O)CSc2nnc(-c3ccc(Cl)cc3)o2)c(Br)c1 ?
Wee1 degr inh: -2; Mdm2 ligase inh: -9; Rad51 HR inh: -4; 14-3-3 Bad PPI: -8; KLK5 inh: -19; eIF4E-4G inh: -4; p97 ATPase inh: 3; FXIIa inh: 0; FXIa inh: 0

Results for c1ccc2c(-c3cn4ccccc4n3)c[nH]c2c1 ?
Wee1 degr inh: 1; Mdm2 ligase inh: 0; Rad51 HR inh: -27; 14-3-3 Bad PPI: -12; KLK5 inh: -8; eIF4E-4G inh: 0; p97 ATPase inh: 4; FXIIa inh: 2; FXIa inh: -11

Results for CNc1ccc(OC(F)F)cc1C(=O)c1ccccc1 ?
Wee1 degr inh: -1; Mdm2 ligase inh: -37; Rad51 HR inh: -1; 14-3-3 Bad PPI: -4; KLK5 inh: -3; eIF4E-4G inh: 0; p97 ATPase inh: 1; FXIIa inh: 27; FXIa inh: 23

Results for COc1ccc2cc(C(=O)Nc3ccccc3)sc(=O)c2c1OC ?
Wee1 degr inh: -3; Mdm2 ligase inh: -5; Rad51 HR inh: 5; 14-3-3 Bad PPI: -8[fluorescence artefact?]; KLK5 inh: -16; eIF4E-4G inh: -4; p97 ATPase inh: -3; FXIIa inh: 0; FXIa inh: -8

Results for O=C(CCc1nc2ccccc2c(=O)[nH]1)N1CCN(C/C=C/c2ccccc2)CC1 ?
Wee1 degr inh: 6; Mdm2 ligase inh: -77; Rad51 HR inh: -2; 14-3-3 Bad PPI: 6; KLK5 inh: -3; eIF4E-4G inh: 12; p97 ATPase inh: -9; FXIIa inh: 12; FXIa inh: 2

Results for O=C(NCC1CCCO1)c1csc2c1CCCC2 (stereo not drawn) ?
Wee1 degr inh: 3; Rad51 HR inh: -6; 14-3-3 Bad PPI: -8[fluorescence artefact?]; KLK5 inh: -7; eIF4E-4G inh: 17[fluorescence artefact?]; p97 ATPase inh: 1; FXIIa inh: 9; FXIa inh: -8

What do the screens show for `Cn1c(=O)c2c(nc(NCc3ccccc3)n2Cc2ccc(F)cc2)n(C)c1=O`?
Wee1 degr inh: 0; Mdm2 ligase inh: -22; Rad51 HR inh: 5; 14-3-3 Bad PPI: 5; KLK5 inh: -2; eIF4E-4G inh: 1; p97 ATPase inh: -1; FXIIa inh: 6; FXIa inh: 2

Sorted by molar mass (smallest number first): part of the list above.
Results for c1ccc2c(-c3cn4ccccc4n3)c[nH]c2c1 ?
Wee1 degr inh: 1; Mdm2 ligase inh: 0; Rad51 HR inh: -27; 14-3-3 Bad PPI: -12; KLK5 inh: -8; eIF4E-4G inh: 0; p97 ATPase inh: 4; FXIIa inh: 2; FXIa inh: -11

How did COCCn1nnnc1C(c1ccc(C(F)(F)F)cc1)N1CCOCC1 (stereo not drawn) do in these assays?
Wee1 degr inh: 0; Mdm2 ligase inh: -12; Rad51 HR inh: -5; 14-3-3 Bad PPI: 1[fluorescence artefact?]; KLK5 inh: -4; eIF4E-4G inh: -2; p97 ATPase inh: 6; FXIIa inh: 8; FXIa inh: -4

Results for O=C(CCc1nc2ccccc2c(=O)[nH]1)N1CCN(C/C=C/c2ccccc2)CC1 ?
Wee1 degr inh: 6; Mdm2 ligase inh: -77; Rad51 HR inh: -2; 14-3-3 Bad PPI: 6; KLK5 inh: -3; eIF4E-4G inh: 12; p97 ATPase inh: -9; FXIIa inh: 12; FXIa inh: 2
